High-throughput results deposited in PubChem BioAssay by NCI.
Growth percent in the NCI-60 one-dose screen (48 h, 10 µM unless noted): 100 = growth as untreated, 0 = no growth, -100 = all killed.
HL-60(TB) – HL-60(TB) leukemia cells; actives 9% (n = 78,000); active means growth percent below 10
Active calls of the source: *. An excerpt. The share of hits here may be higher or lower than overall.

SMILES	HL-60(TB)
O=C1N(c2nncs2)CCN1[N+](=O)[O-]	92
Fc1ccc(N/N=C/c2ccc(-n3cccn3)cc2)cc1	118
COc1cc(Nc2ncnc(Nc3ccc4c(n3)NC(=O)C(C)(C)O4)n2)cc(OC)c1OC	47
O=C(N=Nc1c(O)[nH]c2ccccc12)Nc1ccccc1	115
COc1cccc(O)c1CN1CCC2(CCCN(Cc3ccc(F)cc3)C2)C1 (configuration not stated)	76
COc1ccc(-c2sc3nc(-c4ccc(F)cc4)c(/C=C/c4cc(OC)c(OC)c(OC)c4)n3c2-c2ccc(OC)cc2)cc1	101
COc1ccc(C2=NN(C(C)=O)C(c3cn(-c4cccc(Cl)c4)nc3-c3ccc(OC)cc3)C2)cc1 (configuration not stated)	93
CCCCCN(CCCCC)CC(=O)OCC	93
N#C/C(=C\c1ccc(-c2cccc(C(F)(F)F)c2)o1)c1nc(-c2ccc(F)cc2)cs1	96
C/C(=N\NC(=O)Nc1ccc(Cl)cc1)c1nnn(-c2ccc(Br)cc2)c1C	101
COc1ccc(N=Nc2c(N)nn3c(N)c(C#N)c(-c4ccc(OC)cc4)nc23)cc1	103
O=C(CCCN1C(=O)c2ccccc2C1=O)Nc1nc2ccccc2[nH]1	121
O=C(Nc1cc(-c2cccnc2)nc(NCCCN2CCOCC2)n1)c1cc(Br)cc(C(F)(F)F)c1	49
CCCCCCCCCCCCCC(=S)NCCCC[C@H](NC(=O)OCc1ccccc1)C(=O)Nc1ccccc1	8.8*
O=Nc1c(-c2ccccc2)n(O)[n+]([O-])c1-c1ccccc1	95
CSc1nc(NCC(C)C)c(C#N)c(-c2cccc([N+](=O)[O-])c2)n1	120
CCOC(=O)c1c2c(c(-c3ccc(OC)cc3)n1Cc1ccccc1OC)CCCc1cnoc1-2	82
O=C(CC1Sc2ccccc2NC1=O)NNc1ccc(F)cc1 (configuration not stated)	14
O=c1[nH]c2ccc(Cl)cc2cc1CSc1ccccc1Nc1nccc(-c2ccc(Cl)cc2)n1	78
COc1ccc2nc3ccccc3c(NCc3ccc(C)cc3)c2c1	0.0*
COc1cc(/C=C/C(=O)c2ccc(B(O)O)cc2)cc(OC)c1OC	70
Cc1cc(-n2ccc(N)nc2=O)ccc1F	73
Cc1nnc2c(N3N=C(C(=O)O)CCC3=O)nc3ccccc3n12	145
COc1cccc(CC(C)=C(c2ccc(OCCN3CCOCC3)cc2)c2ccc(OCCN3CCOCC3)cc2)c1	88
O=C1/C(=C\c2cn(-c3ccccc3)nc2-c2ccc(-c3cccs3)cc2)CCc2ccccc21	50

Molecules above that contain an aryl thioether with sulfur outside any ring (two):
SMILES	HL-60(TB)
CSc1nc(NCC(C)C)c(C#N)c(-c2cccc([N+](=O)[O-])c2)n1	120
O=c1[nH]c2ccc(Cl)cc2cc1CSc1ccccc1Nc1nccc(-c2ccc(Cl)cc2)n1	78

The main list resumes, starting 2 compounds before the break.
SMILES	HL-60(TB)
COc1cccc(CC(C)=C(c2ccc(OCCN3CCOCC3)cc2)c2ccc(OCCN3CCOCC3)cc2)c1	88
O=C1/C(=C\c2cn(-c3ccccc3)nc2-c2ccc(-c3cccs3)cc2)CCc2ccccc21	50
COc1cc(C2NC(=O)NC(C)=C2C(=O)OC(C)C)cc(OC)c1OC (configuration not stated)	100
O=C(O)c1cnc(C2OCCO2)s1	136
COc1cccc(-c2nc3sccn3c2-c2ccnc(NCCNS(=O)(=O)c3ccc(C(F)(F)F)cc3)c2)c1	15
Cc1cc(-c2ccc(Cl)cc2)n(Cc2nnc(SCC(=O)Nc3ccc(S(N)(=O)=O)cc3)o2)n1	97
COc1ccc(/C(C)=N\O)cc1	82
CSCCC(NC(=O)c1ccccc1)C(=O)N/N=C1\S/C(=C/c2ccccc2F)C(=O)N1C (configuration not stated)	96
Nc1nc(-c2cc(-c3cccs3)nc(N)n2)cc(-c2cccs2)n1	90
CN1CCN(CCCOc2ccc3nc(Nc4ccc(F)c(F)c4)ccc3c2)CC1	47
Cc1c(N=NC2C(=O)NN(c3nc(-c4ccco4)c(C#N)c(=O)n3C)C2=O)c(=O)n(-c2ccccc2)n1C (configuration not stated)	123
CN(C)c1ccc2c(c1)CN1C(=O)c3ccccc3C1=N2	99
CCCCCCCCCN1C(=O)/C(=c2\sc3n(c2=O)C2C(NN=3)N(CC)C(=O)N2CC)c2ccccc21 (configuration not stated)	84
O=C(CNc1ccncc1)Nc1ccccc1C(=O)O	99
CC(=O)Nc1cccc(Nc2nc(-c3ccc(Cl)cc3)n3ncc(C#N)c3n2)c1	50
CN(C)CCC/C=N/Nc1ccc(Cl)cc1[N+](=O)[O-]	106
CCOC(=O)c1c(NC(=O)c2cccc(C(F)(F)F)c2)sc2cc(N3CCCC3)ccc12	94
NC(=S)N/N=C/c1ccccc1O	96
CC(C)CCC[C@@H](C)[C@H]1CC[C@@]2(C)C3=C(C(=O)C[C@]12C)[C@@]1(C)CC[C@H](O)C(C)(C)[C@@H]1CC3=O	103
CN(C)CCCC1(c2ccc(F)cc2)OCc2cc(-c3cncc4ccccc34)ccc21 (configuration not stated)	11
CCOC(=O)C(=O)Cc1nc2ccccc2s1	101
COc1ccc(/C=N/NC(=O)Cn2nc(Cc3ccc(OC)cc3)c3onc(C)c3c2=O)cc1	28
CC1NC(=O)C(C)NC1=O (configuration not stated)	55
C=CCN1C(=O)/C(=c2\sc3n(c2=O)C2C(NN=3)N(CC)C(=O)N2CC)c2ccccc21 (configuration not stated)	-17*
CC/C=C\C[C@H](O)C/C=C1/C(=O)C=C[C@@H]1C/C=C\CCCC(=O)N(C)C	0.9*
CCOC(=O)C1=C(C)N=C2Sc3ccccc3N2C1c1cn[nH]c1-c1ccc(Cl)cc1 (configuration not stated)	73
O=C1CSC(=S)N1Nc1ccccc1	89
The results go on.
SMILES	HL-60(TB)
CC(C)=CCC[C@](C)(O)[C@H]1CC[C@]2(C)[C@@H]1CC[C@@H]1[C@@]3(C)CCC(NC(=O)c4ccccc4C(=O)O)C(C)(C)[C@@H]3CC[C@]12C (some centres not stated)	90
Cc1noc(N)c1C(=O)Nc1ccc(Cl)cc1	98
NCCCc1nnc(CCC(=O)c2nc3ncccc3[nH]2)o1	102
Cn1c(=O)c2[nH]c(/N=N/SCCC(=O)O)nc2n(C)c1=O	105
CCOCc1nc2ccccc2c(=O)[nH]1	107
Cn1cnc2c(N3CCN(C(=O)OCc4ccc5c(Br)cc(Br)c(O)c5n4)CC3)nc(Cl)nc21	20
CCc1c(C)c2cc3[nH]c(=S)oc3c(C)c2oc1=O	77
CCCCCCCCCCCCCCCCSC1CC(=O)N(c2ccc3c(c2)Cc2ccccc2-3)C1=O (configuration not stated)	84
CCCCc1nc2c(N)nc3ccccc3c2n1CC(C)(C)O	135
CC1(C)CC(=O)c2c(nn(-c3ccccc3)c2-c2cn(-c3ccccc3)nc2-c2ccc(Cl)cc2)C1	76
COc1cc(C(=O)c2c(-c3ccccc3)oc3c(OC)cccc23)cc(OC)c1OC	-6.6*
Cc1ccc(/C=N/n2c(CN3CCOCC3)nc3ccccc3c2=O)cc1	100
CC1(/C=C/c2ccc(-c3ccccc3)cc2)CCn2cnc3ncnc(c32)N1O (configuration not stated)	2.0*
NNC(=O)COc1ccc(-c2nc3ccccc3[nH]2)cc1	85
O=C(Nc1nccs1)C(F)(F)F	108
COc1ccc(NC2=C(c3cn(C)c4ccccc34)C(=O)OC2)cc1OC	98
Ic1cccnc1	79
O=C(Nc1cccc(-n2cc(-c3ccncc3)c(-c3ccc(O)c(Cl)c3)n2)c1)c1cc(C(F)(F)F)cc(C(F)(F)F)c1	59
Cc1c(Cc2ccccc2)c(=O)oc2c(C)c(OCC(=O)N/N=C/c3ccc(N(C)C)cc3)ccc12	70
O=C(O)c1cc(=O)c2cccc(O)c2[nH]1	93
CCCC(N)(CC)C(=O)O (configuration not stated)	98
Cn1ncc2c1NC(c1ccc(F)cc1)SCC2=O (configuration not stated)	82
CCc1ccc2c(c1)C1(Oc3c(OC)cccc3C3CC(c4ccc(F)cc4)=NN31)C(=O)N2 (configuration not stated)	100
NNC(=O)Nc1ccccc1	102
CCCCC/C(C)=N\O	103
The list goes on.
SMILES	HL-60(TB)
O=c1c2c3c(sc2n2c(-c4cc(-c5ccccc5)no4)nnc2n1Cc1ccccc1)CCCC3	73
O=C(CCCC1SCC2NC(=O)NC21)NCCCc1cn(CCOCc2ccc(COC(=O)CCCc3ccc(N(CCCl)CCCl)cc3)cc2)nn1 (configuration not stated)	100
CCOC(=O)c1cc(C(=O)c2cc(OC)c(OC)c(OC)c2)n2ccc3ccccc3c12	98
CC(=O)Nc1ccc(S(=O)(=O)N/N=C\c2ccc(Cl)c(Cl)c2)cc1	1.9*
CCCn1c(N)c(N(CCOC)C(=O)COc2ccc3ccccc3c2)c(=O)[nH]c1=O	99
COc1cc(C2CC(c3ccc(Oc4ccc(Cl)cc4)cc3)=NN2c2nc(-c3ccc(F)cc3)c(C#N)c(N3CCOCC3)n2)cc(OC)c1OC (configuration not stated)	78
NC(N)=Nc1ccc(Oc2cccc(Nc3ccc(Cl)cc3)c2)cn1	-69*
O=C(Nc1ncccc1OCc1cn(Cc2ccccc2)nn1)c1ccccc1	62
CC(C(=O)O)c1ccc(-c2ccccc2)cc1 (configuration not stated)	89
O=C1CCCCCCCCCCCCCC1	92
CCNC(=O)N1N=C(c2ccc(N)cc2)c2cc3c(cc2C(C)C1=O)OCO3 (configuration not stated)	106
Clc1ccc(-c2nc(-c3cc4cc(Cl)ccc4o3)cs2)cc1	98
c1coc(CNc2c3ccccc3nc3ccccc23)c1	93
O=C1CCC(C(=O)NCCNCCNC(=O)C2CCC(=O)N2)N1 (configuration not stated)	89
O=C1/C(=C/c2cccs2)SC(=S)N1c1ccccc1	84
O=C(NCCN1CCCCC1)c1ccc(-c2nc3ccc4[nH]ncc4c3c3c2CCCC3)cc1	107
Cn1cc(C=O)c2ccccc21	93
O=C(/C=C/c1ccccc1Cl)n1nc(-c2ccccc2)nc1-c1ccccc1	90
Cc1cc(C)cc(CCc2cc(C)cc(C)c2)c1	102
Cc1ccnc(NC(=O)Cn2cc(COc3ncnc4sc5c(c34)CCCC5)nn2)c1	102
COc1ccc(C(=O)CSc2nc(-c3cc(OC)ccc3OC)cc(-c3ccc(OC)cc3)c2C#N)cc1	98
CC/C(=C(\CC)c1ccc(OCCN(CC)CC)cc1)c1ccc(OCCN(CC)CC)cc1	-3.5*
CCCC1(CCSC(=N)N)C(=O)NC(=O)NC1=O	108
Cc1ccc(C(=O)CS(=O)(=O)c2ccc(C)cc2)cc1	115
COc1nc(OC)c2[nH]cnc2n1	108

Exported in CSV form: entries from further up.
SMILES,HL-60(TB)
Clc1ccc(-c2nc(-c3cc4cc(Cl)ccc4o3)cs2)cc1,98
c1coc(CNc2c3ccccc3nc3ccccc23)c1,93
O=C1CCC(C(=O)NCCNCCNC(=O)C2CCC(=O)N2)N1 (configuration not stated),89

More results follow:
SMILES	HL-60(TB)
CCOC(=O)c1nc(SC)n(C)c1C(=O)OCC	100
COc1ccc(-c2cc(C#N)c(/N=C\NNC(=O)c3ccccc3)o2)cc1	92
CCOC(=O)Cc1ccc(Cl)cc1	119
Cc1cccc(N2CCN(C(=S)c3ccccc3)CC2)c1	114
Nc1c(C(=O)Nc2cccc3ccccc23)sc2nc3c(cc12)CCCC3	-11*
Cc1[nH]c2ncnc(Nc3ccc(NC(=O)Nc4cccc(Br)c4)c(F)c3)c2c1C	123
O=C(CC[C@H]1Cc2ccccc2NC1=O)NCc1cn(-c2ccccc2)nc1-c1ccccc1	100
CCCCOC(=O)C1CCCC1=O (configuration not stated)	90
O=C1Nc2ccc(Cl)cc2/C1=C\c1ccc(OCc2ccccc2)cc1	103
O=C1C=CC(=O)C2CC=CCC12 (configuration not stated)	28
CCOC(=O)c1c(C)nc2c(c1N)C(=O)C(=O)N2CCc1ccc(OC)c(OC)c1	66
O=S(=O)(NCCNc1nccc(-c2c(-c3ccc(O)cc3)nc3sccn23)n1)c1ccc(F)cc1	108
C=CCc1ccccc1C	106
Cc1cccc(N2CCN(CC(O)COc3ccccc3C)CC2)c1 (configuration not stated)	111
CC(Cl)CN(CC(C)Cl)c1ccc(S(=O)(=O)Nc2ncccn2)cc1 (configuration not stated)	57
O=[N+]([O-])c1ccc(/C=N\O)cc1	96
CCOC(=O)C(CCC1OCCO1)C(C)=O (configuration not stated)	92
O=C1c2nc3n(c2C(=O)c2nc4n(c21)CCCC4)CCOC3	113
COc1cc(/C=C/C(=O)c2c(C)n([O-])c3ccc(Cl)cc3[n+]2=O)cc(OC)c1OC	13
Clc1ccc2nc(O[C@@H]3CCOC3)c(-c3nn[nH]n3)c(-c3ccccc3)c2c1	91
CN1CCN(C2=Nc3ccccc3Oc3ccc(Cl)cc32)CC1	92
CC1CCC(=NNC(=O)Cc2ccccc2Nc2c(Cl)cccc2Cl)CC1 (configuration not stated)	111
c1ccc(-c2ccc(-c3ccccc3)[nH]2)cc1	91
CN1CCN(C(=S)S)CC1	111
COc1ccc(/C=C(/C(=O)N2CCN(Cc3ccccc3)CC2)c2cc(OC)c(OC)c(OC)c2)cc1O	23
Cc1ccc2c(c1)c(-c1nc(-c3cn(C)c4ncccc34)cs1)cn2C	87
CCOC(=O)c1cn2c(c1C(=O)OCC)C(O)(c1ccc(Br)cc1)N(C)c1ccccc1-2 (configuration not stated)	105
COc1ccc(-c2nn(-c3ccc(S(C)(=O)=O)cc3)cc2/C=C/C(=O)c2ccc(NC(=O)CO[N+](=O)[O-])cc2)cc1	91

In a second layout: results already given.
molecule | HL-60(TB)
CCOC(=O)c1c(C)nc2c(c1N)C(=O)C(=O)N2CCc1ccc(OC)c(OC)c1 | 66
Cc1[nH]c2ncnc(Nc3ccc(NC(=O)Nc4cccc(Br)c4)c(F)c3)c2c1C | 123
COc1ccc(/C=C(/C(=O)N2CCN(Cc3ccccc3)CC2)c2cc(OC)c(OC)c(OC)c2)cc1O | 23
CN1CCN(C(=S)S)CC1 | 111
CCCCOC(=O)C1CCCC1=O (configuration not stated) | 90
CCOC(=O)Cc1ccc(Cl)cc1 | 119
Clc1ccc2nc(O[C@@H]3CCOC3)c(-c3nn[nH]n3)c(-c3ccccc3)c2c1 | 91
